PPARg SRC-2 ag: agonists of PPARg-SRC-2 recruitment, primary screen, biochemical, HTS; Peroxisome proliferator-activated receptor gamma (Homo sapiens), P37231; PPARgamma LBD-SRC-2 recruitment; activation, % at 8 µM; 200,000 tested, 0.34% active; AID 1032, 2008; in the data active = activation above about 22%;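 also: 0% = vehicle and 100% = reference agonist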
G6PDH CS: L. mesenteroides G6PDH inhibitors, counter-screen for G6PDH-coupled screening assays, biochemical, Leuconostoc mesenteroides enzyme; Purified L. mesenteroides G6PDH, diaphorase/resazurin coupled fluorescence, 45 min; inhibition, % at 5 µM; 200,000 tested, 0.12% active; in the data active = inhibition above about 50%
PPARg SRC-3 ag: PPARgamma agonists recruiting SRC-3 coactivator, primary screen, biochemical; Peroxisome proliferator-activated receptor gamma (Homo sapiens), P37231; biochemical PPARgamma/SRC-3 coactivator recruitment assay; activation, % at 8 µM; 200,000 tested, 0.26% active; AID 731, 2007; in the data active = activation above about 23%;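 also: 0% = DMSO and 100% = reference agonist; some compounds past the cut are filed as inactive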
SRC2 TRFRET art: TR-FRET signal artefacts, primary screen, artefact control for PPARgamma SRC-2 agonist project, biochemical. TR-FRET artefact counter-screen; hits give high values. TR-FRET ratio at 8 µM. 200,000 tested, 0.4% active; in the data active = TR-FRET ratio above about 2000; also: inactives centre near 1500
PMI act hi M6P: human PMI activators, high substrate, primary screen, biochemical, fluorescence intensity, near-saturating mannose 6-phosphate. Mannose-6-phosphate isomerase (Homo sapiens), P34949. coupled PMI enzyme assay, resazurin fluorescence, 20 min; hits give high values; 1 = untreated enzyme, 0 = substrate-free blank. activation factor at 20 µM. 190,000 tested, 0.34% active. AID 1216, 2008;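 active = activation factor of 2 or more at 20 µM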
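Test system: Human PMI in coupled enzyme assay | Input: 15 ng/mL PMI | Medium: HEPES-buffered pH 7.4 with magnesium and detergent | Compound: One concentration, 20 µM, in 1% DMSO | Incubation: Enzyme reaction with compound 20 min at room temperature | Detection: Diaphorase-driven resazurin-to-resorufin fluorescence, excitation 544, emission 590 nm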
PPARg SRC-1 ag: PPARgamma agonists recruiting SRC-1 coactivator, primary screen, biochemical; Peroxisome proliferator-activated receptor gamma (Homo sapiens), P37231; PPARgamma-SRC-1 coactivator recruitment biochemical assay; activation, % at 8 µM; 200,000 tested, 0.41% active; in the data active = activation above about 19%;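 also: 0% = DMSO and 100% = reference agonist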
PMI activator: activators of human PMI, primary screen, biochemical, fluorescence intensity, near-Km mannose 6-phosphate | AID 1214, 2008 | 190,000 tested, 0.005% active | Mannose-6-phosphate isomerase (Homo sapiens), P34949 | purified human PMI, coupled resazurin fluorescence, 20 min; hits give high values; 1 = vehicle control, 0 substrate-free wells | activation factor at 20 µM;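 active = activation factor of 2 or more at 20 µM, relative to plate controls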
Diaph inh CS: diaphorase inhibitors and chemical oxidizers, primary screen, counter-screen for diaphorase-coupled primary assays, biochemical, uHTS, resorufin fluorescence | 190,000 tested, 0.69% active | inhibition, % at 20 µM | diaphorase resazurin-to-resorufin fluorescence, NADH, 16 min; bacterial (C. kluyveri) enzyme, not human;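 active = primary screen inhibition at 20 µM above a set limit, cut at about 50% in these data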;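 also: plate controls were DMSO with full reaction for no effect and wells lacking NADH for full effect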
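Assay system – diaphorase enzyme from Clostridium kluyveri · Amount – diaphorase 0.14 U/mL (working solution) · Times – reaction incubation of 16 min at room temperature · Controls – No-NADH positive control and DMSO neutral control · Signal – resorufin fluorescence 544/590 nm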
ROMK primary: ROMK potassium channel modulators, primary screen, cell-based, thallium flux, MLSMR library | Tet-inducible ROMK, thallium flux fluorescence; actives lie on both sides | AID 1918, 2009 | 130,000 tested, 2% active | B-score at 10 µM;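 active = signal ratio slope over the read window, or its plate-corrected B-score, at least 3 SD from the plate mean, either direction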;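 also: B-score of the F/F0 ratio slope over 7 to 12 s after thallium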
Target sequence (P48048 whole entry, looked up): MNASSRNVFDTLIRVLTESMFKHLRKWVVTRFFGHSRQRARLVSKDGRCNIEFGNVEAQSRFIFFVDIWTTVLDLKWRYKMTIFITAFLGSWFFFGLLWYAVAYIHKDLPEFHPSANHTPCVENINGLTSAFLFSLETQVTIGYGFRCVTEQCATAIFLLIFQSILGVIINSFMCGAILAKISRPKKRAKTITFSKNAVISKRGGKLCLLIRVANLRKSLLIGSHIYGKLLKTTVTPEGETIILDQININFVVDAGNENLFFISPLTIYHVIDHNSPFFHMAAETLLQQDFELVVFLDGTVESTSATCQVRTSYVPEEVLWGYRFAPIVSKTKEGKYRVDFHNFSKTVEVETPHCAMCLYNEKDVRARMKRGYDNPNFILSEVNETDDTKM
S1P3 antag: S1P3 receptor antagonists, primary screen, cell-based | Sphingosine 1-phosphate receptor 3 (Homo sapiens), Q99500 | CHO S1P3 NFAT-BLA reporter, FRET fluorescence, antagonist mode | inhibition, % at 4.98 µM | 170,000 tested, 0.27% active;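 active = inhibition above the plate cutoff, the mean inhibition of test wells on that plate plus 3 SD, cut at about 28% in these data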;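 also: cells challenged with S1P at its EC80 of 0.8 µM; blue over green emission ratio from cleaved BLA substrate after 4 h stimulation; 0% = S1P-stimulated wells and 100% = unstimulated DMSO-only wells; some compounds past the cut are filed as inactive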
Target sequence (Q99500 whole entry, looked up): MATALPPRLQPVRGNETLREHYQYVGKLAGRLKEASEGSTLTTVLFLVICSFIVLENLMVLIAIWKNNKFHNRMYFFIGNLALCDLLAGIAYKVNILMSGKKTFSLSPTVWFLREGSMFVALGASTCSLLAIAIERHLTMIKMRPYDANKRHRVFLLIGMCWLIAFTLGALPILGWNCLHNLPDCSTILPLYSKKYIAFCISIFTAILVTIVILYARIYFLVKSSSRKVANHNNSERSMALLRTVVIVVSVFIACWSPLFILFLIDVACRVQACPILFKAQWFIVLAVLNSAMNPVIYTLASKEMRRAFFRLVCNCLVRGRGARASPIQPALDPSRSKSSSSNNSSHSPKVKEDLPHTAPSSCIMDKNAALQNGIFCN
Diaphorase act: compounds boosting diaphorase resazurin reduction – biochemical, uHTS, resorufin fluorescence, counter-screen for diaphorase-coupled primary assays, primary screen; Diaphorase/resazurin coupled assay, 16 min; hits give high values; 1 = vehicle wells, 0 = NADH-free wells; activation factor at 20 µM; 190,000 tested, 0.005% active;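 active = diaphorase activity raised at least twofold by the compound at 20 µM; inactive = activation factor below 2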
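System – purified diaphorase enzyme from Clostridium kluyveri · Input – enzyme 0.07 U/mL final · Also added – final NADH 0.114 mM, resazurin 0.1 mM · Measured by – fluorescence of resorufin, 544 nm excitation, 590 nm emission · Timing – 16 min enzyme reaction, ambient temperature · Measure – resorufin increase flagging diaphorase activators or reducers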
The depositor's hits bear a star; . = not tested or not shown. Compounds were not picked by outcome; any-hit rate near 3.3%.

SMILES | PPARg SRC-2 ag | G6PDH CS | PPARg SRC-3 ag | SRC2 TRFRET art | PMI act hi M6P | PPARg SRC-1 ag | PMI activator | Diaph inh CS | ROMK primary | S1P3 antag | Diaphorase act
CCOc1cc(/C=C/C(=O)OCC(=O)NC2CCS(=O)(=O)C2)ccc1OCc1ccccc1 (stereo not given) | -2 | -4 | 2 | 1599 | 1 | 6 | 0.9 | 3 | . | -10 | 1
Cc1cc(C)n(-c2nc(NCC(C)O)c3c4c(sc3n2)COC(C)(C)C4)n1 (stereo not given) | 2 | -2 | 6 | 1372 | 1 | 14 | 1 | 10 | . | . | 0.9
Cc1c(NC(=S)NC(=O)c2sc3ccccc3c2Cl)cccc1C(=O)O | 6 | -1 | 2 | 1403 | 1 | -1 | 1 | 18 | 1.4 | -15 | 0.8
O=C(CCc1nc2ccccc2s1)N1CCN(S(=O)(=O)c2cccs2)CC1 | 3 | 5 | 5 | 1608 | 1 | 3 | 1 | 0 | -0.81 | 19 | 1
CCOC(NC(=O)c1ccccc1)C(NC(=O)c1ccccc1)OCC (stereo not given) | -2 | -4 | -2 | 1643 | 0.8 | -2 | 0.9 | 13 | . | -9 | 0.9
CC(C)Sc1nnc(Nc2ccccc2)s1 | 1 | -4 | -10 | 1489 | 1 | 4 | 1 | 16 | . | -11 | 0.8
Cc1ccc(CN/C=C/C(=O)c2ccc(Br)cc2)cc1 | -12 | 2 | 4 | 1540 | 1 | 4 | 0.9 | 12 | . | . | 0.9
COCCCNc1nc2nonc2nc1N1C[C@H]2CC[C@H]1C2 | -1 | 12 | 2 | 1577 | 0.9 | 6 | 0.8 | 11 | . | 5 | 0.9
CCn1c(/C=C/Nc2ccccc2)[n+](CC)c2ccc(C(=O)OCC(F)(F)F)cc21 | 20 | -4 | 6 | 1763 | 0.9 | 2 | 1 | 3 | -3.5* | -16 | 1
Cc1ccccc1C(=O)NNC(=O)C(=O)Nc1cccc(Cl)c1C | 6 | 11 | 1 | 1745 | 0.9 | 5 | 1 | -1 | . | . | 1
CN(CCOc1ccc(Cl)cc1)C(=O)c1ccc(S(=O)(=O)N2CCOCC2)cc1 | 6 | 4 | 5 | 1751 | 1 | -5 | 1.1 | -8 | -1.6 | 8 | 1.1
CCN(CCNC(=O)C1CCN(c2nnc(-n3cccc3)s2)CC1)c1ccccc1 | 6 | -21 | 14 | 1779 | 0.9 | 8 | 0.8 | 15 | . | -9 | 0.8
CCOC(=O)C1(C)NC(c2ccccc2F)C2C(=O)N(c3cccc(C(C)=O)c3)C(=O)C21 (stereo not given) | 7 | 4 | 2 | 1543 | 0.9 | -6 | 1 | 24 | . | -5 | 0.8
COc1ccc(NC(=O)CNc2ccc(C#N)cc2)cc1 | -5 | -2 | 2 | 1477 | 1.1 | -2 | 1.2 | 10 | -0.57 | -8 | 0.9
CC(=O)N/C(=C\c1ccccc1)C(=O)NCC(=O)O | 7 | 4 | -2 | 1552 | 1.1 | 9 | 1 | 5 | . | -9 | 0.9
CC(C)C(C(=O)O)N1CCS(=O)(=O)CC1 (stereo not given) | -2 | 2 | 2 | 1582 | 1 | -5 | 1.1 | 9 | 0.57 | -8 | 0.9
Cc1ccc(NC(=O)NC(=O)CSc2n[nH]c(N)n2)c(C)c1 | -4 | -4 | 0 | 1323 | 0.9 | 8 | 1 | 4 | -0.0055 | -20 | 1
O=C(c1cnn(-c2ccc(Cl)cc2)c1)c1ccccc1O | 7 | -1 | 7 | 1764 | 0.9 | 4 | 0.9 | 11 | 0.36 | 10 | 0.9
O=C(Cn1cnc([N+](=O)[O-])n1)NCc1ccccc1 | 0 | 2 | 1 | 1487 | 0.9 | -10 | 0.9 | 12 | -0.28 | . | 0.9
CC(C)c1ccc(C(O)c2cnc(C(C)C)n2C)cc1 (stereo not given) | 5 | -10 | 7 | 1602 | 0.9 | 3 | 1 | 3 | . | 11 | 1

Structures above that have a thiophene ring, fused or not (3):
SMILES | PPARg SRC-2 ag | G6PDH CS | PPARg SRC-3 ag | SRC2 TRFRET art | PMI act hi M6P | PPARg SRC-1 ag | PMI activator | Diaph inh CS | ROMK primary | S1P3 antag | Diaphorase act
Cc1cc(C)n(-c2nc(NCC(C)O)c3c4c(sc3n2)COC(C)(C)C4)n1 (stereo not given) | 2 | -2 | 6 | 1372 | 1 | 14 | 1 | 10 | . | . | 0.9
Cc1c(NC(=S)NC(=O)c2sc3ccccc3c2Cl)cccc1C(=O)O | 6 | -1 | 2 | 1403 | 1 | -1 | 1 | 18 | 1.4 | -15 | 0.8
O=C(CCc1nc2ccccc2s1)N1CCN(S(=O)(=O)c2cccs2)CC1 | 3 | 5 | 5 | 1608 | 1 | 3 | 1 | 0 | -0.81 | 19 | 1

More records.
SMILES | PPARg SRC-2 ag | G6PDH CS | PPARg SRC-3 ag | SRC2 TRFRET art | PMI act hi M6P | PPARg SRC-1 ag | PMI activator | Diaph inh CS | ROMK primary | S1P3 antag | Diaphorase act
Cn1cc(/C=C2\SC(=S)N(NC(=O)c3ccccc3)C2=O)c2ccccc21 | 7 | -26 | 5 | 1608 | 1 | 1 | 0.9 | 16 | -3* | 4 | 0.8
CCCCCCCCCCS(=O)(=O)N/N=C/c1ccc(O)cc1 | -10 | -1 | -5 | 1454 | 0.9 | -4 | 0.9 | 23 | . | -34 | 0.8
Cc1cc2cc(CCNC(=O)c3c(-c4ccccc4Cl)noc3C)c(=O)[nH]c2cc1C | -13 | -46 | 3 | 1386 | 0.9 | 2 | 0.9 | 18 | . | 10 | 0.8
Cc1ccc(-c2nn(-c3ccccc3)cc2/C=C/C(=O)OCC(=O)NC2CC2)o1 | 7 | -3 | 3 | 1567 | 1 | 11 | 1 | 1 | 0.17 | 21 | 1
Cc1ccc(C2=NNC(c3ccc(Cl)cc3)=Nc3ccccc32)o1 | 4 | -5 | 3 | 1459 | 1 | -4 | 1 | 5 | -0.7 | 0 | 1
COC(=O)C1=C(C)N(Cc2ccc3c(c2)OCO3)C(=O)C1 | 12 | 8 | -2 | 1594 | 1 | 5 | 1 | 6 | 0.7 | -7 | 0.9
COc1ccc(C(=O)NCc2ccc3c(c2)OCO3)cc1 | -1 | 3 | 5 | 1780 | 1 | 2 | 1.1 | -10 | 0.16 | -25 | 1.1
CN(CCC#N)C(=S)Nc1ccc(Oc2ccccc2)cc1 | -6 | 1 | 6 | 1415 | 0.9 | -2 | 1 | 15 | . | 0 | 0.8
O=C(NCCOc1ccccc1)c1cncc(Br)c1 | -3 | 11 | -15 | 1464 | 1.1 | 1 | 1 | 5 | 0.88 | . | 1
O=S(=O)(Nc1cccc2[nH]ncc12)c1cccs1 | 5 | 12 | 4 | 1614 | 0.9 | 6 | 1 | 8 | 0.11 | -3 | 0.9
O=c1c(N2CCOCC2)nsn1Cc1ccccc1 | -5 | 12 | 0 | 1388 | 1.1 | -7 | 1 | -1 | . | 19 | 1
O=C1CC(N2CCN(c3ncccn3)CC2)C(=O)N1CCc1ccccc1 (stereo not given) | 3 | 17 | 8 | 1486 | 0.9 | -4 | 0.9 | 9 | -0.016 | -5 | 0.9
O=C1C2C3C=CC(CC3)C2C(=O)N1/N=C/c1ccco1 (stereo not given) | 11 | 4 | 7 | 1725 | 1.1 | 13 | 1.1 | 2 | -0.025 | 0 | 1
CCCNC(=O)Cn1c(=O)/c(=C\c2ccc(-c3cccc([N+](=O)[O-])c3)o2)s/c1=C\C(=O)C(C)(C)C | 1 | 7 | 0 | 1499 | 1.3 | 2 | 1.4 | -6 | . | 7 | 1.1
Cc1ccc(NS(=O)(=O)c2cccc(C(=O)NCC3(N(C)C)CCCCC3)c2)cc1 | 6 | 8 | 3 | 1614 | 1 | 5 | 1 | 8 | -1.6 | 18 | 0.9
CCc1nnc(NC(=O)C2(C)COC(c3ccccc3)OC2)s1 (stereo not given) | 4 | 7 | 1 | 1341 | 1 | -4 | 1 | 16 | -0.62 | -7 | 0.8
O=C(CCC(=O)Nc1ccc(F)cc1)N/N=C/c1ccncc1 | 1 | 1 | 3 | 1495 | 0.9 | -3 | 1 | 13 | -0.14 | 1 | 0.9
CCC(C)(C)NC(=O)/C=C/c1ccc(OC)c(S(=O)(=O)N2CCOCC2)c1 | 8 | 11 | 4 | 1687 | 1 | 8 | 0.9 | 10 | 0.072 | 3 | 0.9
CCC(C(=O)N1CCOCC1)n1c(C(=O)OC)cc2occc21 (stereo not given) | -3 | 4 | -6 | 1446 | 1 | 0 | 1 | 0 | . | 1 | 1
CC1CCCC(NC(=O)COC(=O)c2ccc(S(=O)(=O)N3CCOCC3)cc2)C1C (stereo not given) | -1 | 12 | 0 | 1513 | 0.9 | -2 | 0.9 | 15 | 0.052 | -12 | 0.9
CCOc1ccc(C(C)=O)cc1CN1C(=O)NC2(CCCCC2C)C1=O (stereo not given) | 3 | 14 | 4 | 1796 | 1 | 1 | 1 | 7 | . | -52 | 0.9
CCOCCOC(=O)c1ccc(NC(=O)c2cc(OC)c(OC)c(OC)c2Br)cc1 | -1 | 6 | 2 | 1557 | 1 | -2 | 0.9 | 12 | -0.13 | -1 | 0.9
O=C(Cc1csc(Nc2nc(=S)[nH]c3ccccc23)n1)NCc1ccccc1Cl | 3 | 2 | 4 | 1591 | 1.1 | -4 | 1.1 | -20 | . | . | 1.2
Cc1ccn2cc(CNS(=O)(=O)c3ccc(Cl)s3)nc2c1 | 7 | 4 | 14 | 1725 | 1.1 | 3 | 1.2 | 6 | . | -16 | 0.9
COC(=O)Nc1ccc(S(=O)(=O)N(C)CC(F)(F)C(F)F)cc1 | 7 | 26 | 0 | 1464 | 1.1 | 3 | 1.1 | -13 | 0.29 | 1 | 1.1
CCC(C)(c1ccc(C(=O)OC)s1)c1ccc(C(=O)OC)s1 | 1 | 2 | -7 | 1482 | 1.1 | -5 | 1 | 3 | . | -17 | 1
CC(=O)Nc1ccc(S(=O)(=O)N2CCN(Cc3cccnc3)CC2)cc1 | 13 | 9 | 9 | 1747 | 1.1 | 0 | 0.9 | 0 | 0.2 | . | 1

Screening data deposited in PubChem BioAssay by several laboratories.
